# Pol kappa inh: qHTS for Inhibitors of Polymerase Kappa; DNA polymerase kappa (Homo sapiens), Q9UBT6; purified Pol kappa, fluorescent DNA synthesis assay, 10 min; Potency, µM (series often up to 107 µM), for the others: at the top dose activity, negative = inhibition, hits mostly inhibitors; 400,000 compounds, 0.53% hits; AID 588579, 2011; note: potency is the fitted concentration of half-maximal effect; % is set by controls: 0 for no effect and ±100 for the full control effect
# Target sequence (Q9UBT6 whole entry, looked up): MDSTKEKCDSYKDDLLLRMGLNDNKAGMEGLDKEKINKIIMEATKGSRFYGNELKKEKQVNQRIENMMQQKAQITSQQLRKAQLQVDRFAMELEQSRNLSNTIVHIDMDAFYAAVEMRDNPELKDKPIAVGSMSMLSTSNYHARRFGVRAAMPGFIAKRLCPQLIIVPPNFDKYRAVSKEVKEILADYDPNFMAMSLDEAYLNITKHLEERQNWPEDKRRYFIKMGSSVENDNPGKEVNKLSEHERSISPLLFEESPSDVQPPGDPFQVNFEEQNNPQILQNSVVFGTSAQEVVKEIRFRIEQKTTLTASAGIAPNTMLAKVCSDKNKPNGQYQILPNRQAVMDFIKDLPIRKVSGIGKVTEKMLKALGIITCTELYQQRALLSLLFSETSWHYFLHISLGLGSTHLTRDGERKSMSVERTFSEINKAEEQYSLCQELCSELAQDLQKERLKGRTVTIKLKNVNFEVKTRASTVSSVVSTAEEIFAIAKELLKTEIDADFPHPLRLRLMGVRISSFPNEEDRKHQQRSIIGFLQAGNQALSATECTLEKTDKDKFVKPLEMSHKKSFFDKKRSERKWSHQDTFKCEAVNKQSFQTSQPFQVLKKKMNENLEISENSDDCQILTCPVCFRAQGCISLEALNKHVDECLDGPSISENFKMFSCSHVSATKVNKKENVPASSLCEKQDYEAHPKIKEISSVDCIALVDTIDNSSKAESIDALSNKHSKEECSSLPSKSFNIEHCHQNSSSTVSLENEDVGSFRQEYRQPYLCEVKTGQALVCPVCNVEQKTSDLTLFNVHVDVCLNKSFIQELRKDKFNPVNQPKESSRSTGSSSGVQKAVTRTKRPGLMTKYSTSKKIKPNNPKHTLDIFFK
#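 Kinetic fluorescence screen: compound preincubated 15 min RT with 10 nM enzyme; 50 nM substrate (final) initiates; reads at 0/10 min.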
# Apoferritin bind: qHTS Assay for Identification of Novel General Anesthetics. Ferritin light chain (Equus caballus), P02791. apoferritin/1-aminoanthracene competitive binding, fluorescence. 350,000 compounds, 0.074% hits. Potency, µM (highest dose often 77.5 µM), without a hit: at the top dose activity change, negative = displacement, actives largely listed as inhibitors; note: potency is the fitted concentration of half-maximal effect; % is set by controls: 0 for no effect and ±100 for the full control effect; nearly all actives have a fitted effect of over 20% in size
# Target sequence (P02791 2-175 limits assumed): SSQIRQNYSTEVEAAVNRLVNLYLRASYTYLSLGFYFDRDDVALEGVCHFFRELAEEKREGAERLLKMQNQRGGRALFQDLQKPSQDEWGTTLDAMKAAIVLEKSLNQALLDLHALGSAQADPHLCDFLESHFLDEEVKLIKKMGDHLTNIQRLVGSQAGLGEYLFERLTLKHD
#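 In PBS, apoferritin at 10 uM is loaded with 1-AMA from a 50% saturated solution. After 10 min of compound exposure at ambient temperature, reduced 535 nm fluorescence indicates probe displacement.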
# BLM helicase inh: qHTS Assay for Inhibitors of Bloom's syndrome helicase (BLM); recombinant BLM DNA unwinding, fluorescence dequenching; Potency, µM (titrated, usually from 56.1 µM), inactives show at the highest dose activity change, negative = inhibition, hits mostly inhibitors; 350,000 compounds, 0.2% hits; AID 2528, 2010;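 note: potency is the fitted concentration of half-maximal effect; plate controls were vehicle for no effect and no enzyme for full effect; nearly all actives have a fitted effect of over 35% in size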
# TRHR ag: qHTS for Small Molecule Agonists and Allosteric Enhancers of Human TRH Receptor: Primary Screen for Agonists; Thyrotropin-releasing hormone receptor (Homo sapiens), P34981; TRHR cells, calcium flux fluo-8, FDSS agonist mode; activation, % at 2 µM; 360,000 compounds, 0.18% hits; AID 493084, 2011; in the data active = activation above about 30%; note: 0% is about no effect
#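 Read-out: compound-evoked intracellular calcium rise in TRHR cells, fluo-8 dye, kinetic FDSS fluorescence at 1 s/cycle following a 10-cycle baseline. Cells cultured overnight before dye loading (30 min–1.5 h, RT).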
# Pol iota inh: qHTS for Inhibitors of Polymerase Iota; DNA polymerase iota (Homo sapiens), Q9UNA4; Pol iota fluorescent replication assay, 10 min; Potency, µM (titrated, usually from 115 µM), for the others: at the highest dose activity, negative = inhibition, actives largely listed as inhibitors; 390,000 compounds, 1% hits; note: potency is the fitted concentration of half-maximal effect
#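 Fluorescent replication assay read twice, at 0 min and 10 min after adding 50 nM (final) substrate. Enzyme (10 nM) and compounds were first incubated 15 min at room temperature; enzyme-free buffer wells were negative controls.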
# POLB inh: qHTS Assay for Inhibitors of DNA Polymerase Beta. P06746. Pol beta primer extension/strand displacement, fluorescence kinetic. Potency, µM (doses to about 114 µM), inactives show at the highest dose activity change, negative = inhibition, actives largely listed as inhibitors. 340,000 compounds, 1.3% hits. AID 485314, 2010; note: potency is the fitted concentration of half-maximal effect; % is set by controls: 0 for no effect and ±100 for the full control effect
#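 Reaction started by 50 nM substrate onto compound-treated Pol beta (10 nM, 15 min preincubation, room temperature); plates read at 0 min and 10 min. Normalized concentration-effect data fitted by four-parameter Hill equation.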
# ERG-DNA inh: qHTS for Small Molecule Inhibitors of the ERG Ets/DNA interaction. fluorescence polarization, His-ERG Ets domain / labelled DNA. Potency, µM (top dose mostly 76.9 µM), for inactives: top-dose FP activity, negative = inhibition, usual class: inhibitors. 370,000 compounds, 0.028% hits. AID 624246, 2012; active = well fitted inhibition curve with a large enough effect in the polarisation, with a control signal flat; inconclusive = small, poorly fitted or top-dose-only effect, or effect the other way, or a change in a side signal; inactive = no such curve, though single readings can be large or run the other way; the % refers to the polarisation;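 note: polarization taken with two DNA probes labelled with fluorescein and Texas red; potency is the fitted concentration of half-maximal effect; % of control where 0% means no effect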
#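 His-tagged ERG Ets domain (1 uM in the protein solution; 300mM KCl, 50mM Tris-HCl, 1mM EDTA, 1mM DTT, pH 7.5) received compound, then a probe mix of 5 nM fluorescein-DNA and 100nM Texas-615-DNA. Fluorescence polarization was read for both dyes.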
# APE1 inh: qHTS Assay for Inhibitors of the Human Apurinic/apyrimidinic Endonuclease 1 (APE1); DNA repair nuclease/redox regulator APEX1 (Homo sapiens), P27695; recombinant APE1, TAMRA/BHQ-2 abasic DNA cleavage fluorescence; Potency, µM (titrated, usually from 65.8 µM), for the others: top-dose activity change, negative = inhibition, actives largely listed as inhibitors; 350,000 compounds, 0.35% hits;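 note: potency is the fitted concentration of half-maximal effect; plate controls were vehicle for no effect and reference inhibitor for full effect; nearly all actives have a fitted effect of over 55% in size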
#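 Endonuclease cleavage of a quenched abasic-site DNA duplex (50 nM) by APE1 (0.75 nM) was tracked by TAMRA dequenching. Compounds were preincubated with enzyme 15 min at room temperature; data normalized to buffer-only and DMSO wells plus NSC13755 control.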
# 12-LOX inh: Primary qHTS assay for inhibitors of human arachidonate 12S-lipoxygenase (ALOX12): Round 2. 580,000 compounds, 1.1% hits. Polyunsaturated fatty acid lipoxygenase ALOX12 (Homo sapiens), P18054. Potency, µM (highest dose often 108 µM), for the others: top-dose activity change, negative = inhibition, actives largely listed as inhibitors. purified 12hLO, xylenol orange hydroperoxide absorbance; note: potency is the fitted concentration of half-maximal effect; % is set by controls: 0 for no effect and ±100 for the full control effect
#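 Purified human 12hLO at 150 nM in 25 mM Hepes, 0.01% Triton X-100, pH 7.0, preincubated 15 min at room temperature with compound. Reaction started with 40 uM arachidonic acid, 30 min at room temperature. Hydroperoxide measured by Fe-xylenol orange, 573/405 nm absorbance ratio.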
# Starred values were filed as active, the others as inactive; ? = inconclusive; . = no result given; & = joins results of further samples; [ ] = another dose, or the depositor's remark. Unless noted, calls come from the whole dose curve; as a rule, active = well fitted curve in the direction sought with a large enough effect; inconclusive = small, poorly fitted or top-dose-only effect, or another doubt; inactive = no such curve, though single readings can be large; an effect the other way counts as inactive or inconclusive. These rows are one share of the data. The share of hits here may be higher or lower than overall.
compound,Pol kappa inh,Apoferritin bind,BLM helicase inh,TRHR ag,Pol iota inh,POLB inh,ERG-DNA inh,APE1 inh,12-LOX inh
Cc1cc(C)c(NC(=O)C2CCC(=O)N2)c(C)c1 (stereo not drawn),0%,-4%,-4%,0.5,12%,-9%,-1%,-6%,0%
COc1ccccc1NS(=O)(=O)c1cccc(C(=O)N/N=C/c2ccc(OCC(=O)O)cc2)c1,2%,-12%,-6%,-0.4,-3%,-27%,-13%,0%,-1%
COc1ccc(NS(=O)(=O)c2cccc(C(=O)NNC(=O)c3cncc(Br)c3)c2)cc1,-1%,.,.,0.3,35%[activator],.,-2%,6%,0%
Cc1cc(C)c2c3c(sc2n1)C1(CCSCC1)C(C#N)=C(N)O3,-4%[60.1 µM],-8%,-7%,0.9,49%[activator],10%,.,-3%,-12%
Cc1ccc(NS(=O)(=O)c2ccc3c(c2)NC(=O)CCS3)c(C)c1,7%,-15%,1%,0.3,8%,33%,16%,22%,-3%
Cc1cccc(NC(=O)c2ccc3c(c2)CCN3S(=O)(=O)c2ccccc2)c1C,-19%,31%[activator],1%,-0.6,?,26%,-8%,.,8%
CN(CC(=O)NCC(=O)Nc1ccc(F)c(F)c1F)C1CCS(=O)(=O)C1 (stereo not drawn),-25%,.,.,0.4,25%,.,-16%,13%,1%
O=C(CNC(=O)c1ccccc1F)NC1CC1,0%,-8%,1%,0.5,19%,1%,-11%,-1%,0%
Cc1cc(OCCCCn2ccnc2)cc(C)c1Cl,0%,?,-3%,-0.5,30%,4%,-5%,2%,-4%
Cc1ccc(S(=O)(=O)N2CCN(C(=O)c3ccc(-n4cncn4)c([N+](=O)[O-])c3)CC2)cc1,-5%,.,.,-0.7,7%,.,-15%,34%,-13%
O=C(Nc1nc2ccccc2n1CCN1CCOCC1)c1ccc(COc2ccccc2Br)o1,-3%,-4%,-8%,-0.6,63%[activator],1%,2%,-6%,13%
Cc1ccc(-c2nc3ccccn3c2Nc2ccccc2C)s1,2%,48%[activator],-8%,-1.1,14%,2%,-3%,.,-13%
NS(=O)(=O)c1cccc(NC(=O)CSc2nnnn2-c2ccccc2)c1,1%,1%,-4%,0.2,54%[activator],3%,10%,-3%,-2%
Clc1cccc(-c2ccc3ncnc(NCc4cccnc4)c3c2)c1,1%,.,.,-0.6,?,.,.,-19%&6%,?
O=C(CCl)Nc1ccccc1C(=O)c1ccccc1,-14%,-15%,-1%,-0.1,-16%,57%,10%,-1%,-2%
N#C/C(=C1\C(=O)Nc2c(Cl)cc(Cl)cc21)c1nnc2n1CCCCC2,-2%,-17%,-3%,0.2,-5%,22%,-9%,3%,-8%
Cc1ccccc1CNC(=O)C(=O)NCCC1CCCCN1S(=O)(=O)c1cccs1 (stereo not drawn),-9%,.,.,0.8,3%,.,-17%,10%,-6%
O=C(C[C@@H]1C/C=C\CCC(=O)OC[C@H](Cc2ccccc2)NC1=O)N[C@@H](CO)Cc1ccccc1,9%,.,.,.,16%,.,-13%,-9%,-7%
Cc1ccc(OCC(=O)Nc2nnn(C)n2)c(C)c1,3%,-11%,1%,0.1,-3%,0%,5%,0%,0%
CC(C)(C)c1ccc(NC(=O)CSc2n[nH]c(=O)n2-c2cccnc2)cc1,-1%,?,-2%,0.6,23%,-19%,7%,-2%,3%
CCOC(=O)c1ccc(NC(=O)c2cc(S(=O)(=O)N3CCOCC3)cn2C)cc1,10%,-10%,-6%,-0.4,-14%,-18%,-5%,0%,10%
COC(=O)C1=C(N)Oc2cc(N(C)C)ccc2C1c1ccccc1OC (stereo not drawn),-15%,-3%,-15%,6.7,-13%,-4%,0%,15%,0%
O=C(/C=C/c1ccc(Br)o1)Nc1nnc(C2CC2)s1,.,-4%,-21%,0.6,.,25µM*,.,0%,.
CCN(CC)S(=O)(=O)c1ccc2c(c1)nc(CCC(=O)Nc1ccccc1Cc1ccccc1)n2CC,-13%,-4%,-9%,-0.8,-11%,2%,-2%,-4%,1%
CC1CCN(C(=O)c2cc3nc(-c4ccccc4)cc(-c4ccccc4)n3n2)CC1,-14%,-10%,0%,0.9,?,0%,1%,3%,-16%
COC(=O)CSc1nc2ccccn2c(=O)c1C=O,-5%,-4%,0%,0.7,21%,0%,0%,-10%,-8%
COc1ccccc1CNC(=O)C(CCSC)NC(=O)c1cccc(S(=O)(=O)N2CCOCC2)c1 (stereo not drawn),-8%,.,.,.,105%[activator],.,10%,1%,3%
CCNC(=O)CSc1nnc(-c2ccccc2)n1-c1ccc(OCC)cc1,-10%,-13%,1%,-0.9,11%[58.9 µM],3%,-5%,-2%,27%
Cc1nn(CCCC(=O)Nc2cc(Oc3ccc(F)cc3)cc([N+](=O)[O-])c2)c(C)c1[N+](=O)[O-],-3%,5%,-7%,1.2,23%,-13%,.,-2%,-11%
CC(C)c1ccc(NC(=O)[C@H](NC(=O)[C@@H]2Cc3ccccc3CN2)c2ccccc2)cc1,-11%,?,-3%,0.4,-13%,1%,6%,28%,5%
Cn1c(=O)c2c(nc(N3CCCCC3)n2CCSc2nc3ccccc3s2)n(C)c1=O,-10%,-11%,0%,-0.7,3%,13%,-5%,-6%,-2%
C=CCNC(=O)c1cc(-c2ccncc2)nc2c(C)cc(C)cc12,-7%,-14%,-5%,-0.4,-19%,8%,-9%,19%,8%
COc1ccc(C(=O)Nc2ccc(Nc3ccccc3)cc2)cc1OC,-5%,-11%,-3%,-0.5,0%,9%,-7%,-9%,-16%
Cc1ccc(NC(=O)CSCC(=O)NC2(C)CCS(=O)(=O)C2)cc1 (stereo not drawn),-6%,.,.,-0.3,13%,.,-4%,5%,2%
COc1ccc(OC)c(NC(=O)COC(=O)CCCN=C2NS(=O)(=O)c3ccccc32)c1,-2%,.,.,.,38%[activator],.,7%,36%,1%
COc1ccc(C2CCCN2C(=S)Nc2ccc(C)cc2Cl)cc1OC (stereo not drawn),14%,-21%,-8%,-1.1,25%,-2%,-11%,0%,-6%
Cc1cc(NC(=O)COC(=O)[C@@H](NS(=O)(=O)c2ccccc2)C(C)C)no1,-11%,-2%,-9%,-0.3,12%,22%,-1%,-2%,-8%
CCCCC[C@H](O)/C=C/C1=C(C/C=C\CCCC(=O)O)C(=O)CC1,5%[19.4 µM],-1%,0%,.,.,.,.,5%&3%,.
CCC1(c2ccc(F)cc2)NC(=O)N(CC(=O)Nc2ccc(S(N)(=O)=O)cc2)C1=O (stereo not drawn),-2%,-15%,-2%,0.2,-7%,-10%,11%,-10%,0%
COc1ccccc1OCCNC(=O)c1cc(C2CC2)nc2c1cnn2C(C)C,-12%,.,.,-1.5,7%,.,-8%,16%,29%
CSc1nsc(SCC(=O)Nc2ccccc2C(=O)O)n1,-4%,-8%,-1%,0.1,-7%,27%,-13%,9%,?
CCN(CC)CCN(C(=O)c1ccco1)c1nc2c(C)cccc2s1,1%,-11%,61%[activator],1.9,2%,-13%,-11%,.,?
CCOc1ccc(-c2nnc(-c3cccs3)o2)cc1OCC,-2%,-19%,-2%,0.8,20%,2%,3%,2%,4%
O=C(COC(=O)/C=C/c1ccc([N+](=O)[O-])cc1)NCc1ccco1,-2%,22%,-1%,-0.3,-23%,-2%,12%,7%,15%
C[C@H](CO)N1C[C@H](C)[C@@H](CN(C)S(=O)(=O)c2ccccc2)Oc2c(NC(=O)Nc3ccc4c(c3)OCO4)cccc2C1=O,4%,.,.,.,24%,.,9%,20%,?
CCOC(=O)N1CC=C2C(C#N)=C(N)C(C#N)(C#N)[C@H](c3ccsc3)[C@H]2C1,-5%,-6%,-11%,1.5,42%[activator],32%,5%,-1%,-12%
CSc1nc(-c2ccco2)nn1S(=O)(=O)c1ccc(C)cc1,-16%,-9%,-4%,0.6,-1%,?,-10%,7%,-111%
CC1=CC2=NC(=O)/C(=C\c3cccn3CCOc3ccccc3C)C(=N)N2O1,-5%[60.1 µM],-17%,-3%,2.8,?,-3%,-2%,6%,-21%
COc1cccc(C2CC(c3cccc(C)c3)n3ncnc3N2)c1 (stereo not drawn),-2%,5%,1%,-0.1,-23%,-21%,6%,2%,-1%
CCOc1cc(/C=N/n2c(C)nnc2C)ccc1O,0%,-6%,0%,0.4,9%,-4%,-1%,0%,4%
O=C(Nc1ccccc1)OCCNC(=O)c1cccc(Cl)c1,-19%,-18%,-4%,-0.8,8%,1%,1%,-1%,344%[activator]

# Some of these compounds in order of their number in Pol iota inh, lowest first:
mol	Pol kappa inh	Apoferritin bind	BLM helicase inh	TRHR ag	Pol iota inh	ERG-DNA inh	12-LOX inh
COc1cccc(C2CC(c3cccc(C)c3)n3ncnc3N2)c1 (stereo not drawn)	-2%	5%	1%	-0.1	-23%	6%	-1%
CCOc1cc(/C=N/n2c(C)nnc2C)ccc1O	0%	-6%	0%	0.4	9%	-1%	4%
C[C@H](CO)N1C[C@H](C)[C@@H](CN(C)S(=O)(=O)c2ccccc2)Oc2c(NC(=O)Nc3ccc4c(c3)OCO4)cccc2C1=O	4%	.	.	.	24%	9%	?
